From PubChem
OXTR potentiator – potentiates the human oxytocin receptor response; P30559; CHO-OTR cells, Fluo-8 calcium fluorescence, potentiator mode; 0% = oxytocin EC15, 100% = EC100; activation, % at 3 µM; 320,000 tested, 0.061% active; AID 2445;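 active means activation above that plate's cutoff, the mean activation of tested compounds plus 3 SD, cut at about 6.6% in these data, passing the limit was not always enough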;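 further: 100% uses oxytocin at 75 nM as the full agonist control; some results filed as inactive read as strong as hits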
Target sequence (P30559 whole entry, looked up): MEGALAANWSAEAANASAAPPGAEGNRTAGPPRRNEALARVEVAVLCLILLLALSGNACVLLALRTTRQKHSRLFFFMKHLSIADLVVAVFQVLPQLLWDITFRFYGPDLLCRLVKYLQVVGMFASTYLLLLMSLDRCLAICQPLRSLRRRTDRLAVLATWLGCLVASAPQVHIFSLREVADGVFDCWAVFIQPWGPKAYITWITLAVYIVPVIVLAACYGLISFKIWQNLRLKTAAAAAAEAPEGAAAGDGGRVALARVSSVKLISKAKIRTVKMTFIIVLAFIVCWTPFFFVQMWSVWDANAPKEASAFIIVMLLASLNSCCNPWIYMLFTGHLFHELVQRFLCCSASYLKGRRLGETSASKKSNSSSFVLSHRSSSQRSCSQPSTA
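Material: human OTR in CHO cells. Compound: 3.0 µM, one dose. Timing: compound 6 min at room temperature before oxytocin, 100 s read. Evaluation: % activation of max/min ratio relative to oxytocin controls. Replication: single well per compound, singlicate. Signal: Fluo-8 calcium dye fluorescence.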
M1 PAM parental – counter-screen for M1 PAMs: effect in parental CHO-K1 cells; ATP EC20, Fluo-8 calcium fluorescence; 0% at ATP EC20, 100% at ATP max; activation, % at 3 µM; 360,000 tested, 0.02% active;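 active means activation above the run cutoff, the mean activation of all test compounds plus 3 SD, cut at about 40% in these data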;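 further: peak over basal fluorescence ratio in a 140 s read after ATP addition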
CHO parental Ca – signal in parental CHO cells, OX1R antagonist counter-screen; parental CHO-K1, ATP-induced calcium, Fluo-8 fluorescence; inhibition, % at 5.6 µM; 330,000 tested, 0.63% active;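 active means inhibition above that plate's mean sample inhibition plus 3 SD, cut at about 26% in these data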;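 further: 0% = ATP-challenged DMSO wells and 100% = DMSO wells without ATP; some compounds past the cut are filed as inactive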
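Material – parental CHO cells · Reagent – ATP stimulus · Compound – single nominal dose of 5.6 µM per compound · Detection – Fluo-8 fluorescence · Read-out basis – percent inhibition of calcium signal · Controls – ATP-challenged DMSO wells low, unchallenged DMSO wells high · Repeats – no replicates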
CHO-K1 Ca antag – counter-screen for M1 antagonists: effect in parental CHO-K1 cells | ATP-induced calcium, Fluo-8 fluorescence | inhibition, % at 3 µM | 360,000 tested, 0.6% active | AID 602250;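 active means inhibition above a per-plate cutoff, the plate's mean sample inhibition plus 3 SD, cut at about 24% in these data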;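 further: 0% = DMSO plus EC80 ATP and 100% = DMSO alone without ATP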
CHRM1 agonist – agonists of human M1 muscarinic receptor. CHO-K1 hM1, Fluo-8 calcium fluorescence, agonist mode; 0% DMSO, 100% acetylcholine EC100. 360,000 tested, 0.33% active. activation, % at 3 µM. P11229. AID 588814;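 active means activation above the run's mean compound activation plus 3 SD, cut at about 16% in these data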;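 further: peak over basal fluorescence ratio within a 140 s kinetic read after compound addition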
V1R ag counter – activates human V1a receptor in oxytocin agonist counter-screen. activation, % at 3 µM. AID 2797. CHO-V1R cells, Fluo-8 calcium fluorescence, agonist mode; 0% DMSO, 100% 3 nM vasopressin. 320,000 tested, 0.25% active. P37288;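 active means activation above the mean activation of all tested compounds plus 3 SD, per screening run, cut at about 20% in these data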;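 further: signal is peak over basal fluorescence ratio across a 100 second FLIPR read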
Target sequence (P37288 whole entry, looked up): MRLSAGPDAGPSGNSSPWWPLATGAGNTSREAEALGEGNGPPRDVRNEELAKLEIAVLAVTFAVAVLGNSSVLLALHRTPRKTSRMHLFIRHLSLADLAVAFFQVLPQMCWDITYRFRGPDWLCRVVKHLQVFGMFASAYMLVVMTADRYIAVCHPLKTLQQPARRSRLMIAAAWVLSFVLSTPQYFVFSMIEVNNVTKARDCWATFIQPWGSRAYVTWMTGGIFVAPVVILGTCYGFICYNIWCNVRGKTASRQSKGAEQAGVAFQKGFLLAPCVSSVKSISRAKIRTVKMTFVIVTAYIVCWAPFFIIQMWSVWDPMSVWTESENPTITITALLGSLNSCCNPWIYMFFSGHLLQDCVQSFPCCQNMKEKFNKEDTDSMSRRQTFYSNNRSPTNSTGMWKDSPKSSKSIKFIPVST
TAAR1 antag – human TAAR1 antagonism; Q96RJ0; CHO RD-HGA16 TAAR1, Fluo-8 calcium fluorescence, antagonist; inhibition, % at 3 µM; 360,000 tested, 1.5% active;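 active means inhibition above a per-plate cutoff, the mean inhibition of test compounds on that plate plus 3 SD, cut at about 49% in these data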;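 further: 0% = DMSO plus EC80 beta-PEA response and 100% = DMSO alone without agonist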
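Test system: hTAAR1-expressing CHO RD-HGA16 cells, Gα16-coupled; Probe or stimulus: EC80 β-phenethylamine stimulus; Compound dosing: single nominal final test compound concentration of 3 µM; Timing: 140 s kinetic read after compound, 140 s after agonist; Signal: Fluo-8 calcium-sensitive fluorescence; Measure: % inhibition of agonist calcium response; Controls: DMSO and EC80 PEA controls.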
M1 ag parental – counter-screen for M1 agonists: effect in parental CHO-K1 cells; Fluo-8 calcium fluorescence; scaled to maximal ATP response, vehicle zero; activation, % at 3 µM; 360,000 tested, 0.48% active; AID 602248; in the data active means activation above about 15%;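 further: untransfected CHO-K1 host cells lacking M1 receptor as counterscreen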
TAAR1 ag – human TAAR1 agonism; 360,000 tested, 0.99% active; Q96RJ0; activation, % at 3 µM; CHO RD-HGA16 TAAR1, Fluo-8 calcium fluorescence; vehicle wells 0%, saturating PEA agonist 100%; AID 624467;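 active means activation above the mean activation of all test compounds in the run plus 3 SD, cut at about 38% in these data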
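Assay system – CHO-derived RD-HGA16 cells with stable Gα16 and human TAAR1 · Compound dosing – one-point dosing at 3 µM (nominal) · Incubation – 17-24 h seeding, 75 min 37 °C dye, 30 min RT · Measured by – kinetic Fluo-8 calcium fluorescence · Control set – DMSO vehicle as 0%, PEA at EC100 as 100% · Repeats – single well for each compound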
* = called active by the depositor; / = no result given.

1) CNC(=S)NC12CC3CC(CC(C3)C1)C2
2) Oc1ccc(C[C@H]2CNC(=S)N2CC2CCCN2C[C@H](Cc2ccccc2)N2C[C@H](Cc3ccc(O)cc3)N(CC3CCCCC3)C2=S)cc1 (some centres not stated)
3) COc1ccc(NC(=O)CSc2nc(N)c3cc4c(nc3n2)CCCC4)cc1
4) Cc1cc(OC(C)C(=O)NC2CC(C)(C)NC(C)(C)C2)c2c(C)cc(=O)oc2c1 (configuration not stated)
5) CSc1ccccc1NC(=O)C1=CC(c2cccs2)=NS(=O)(=O)N1C
6) Cc1ccc2nc(Cl)c(CNCc3ccccc3)cc2c1

assay / compound	1	2	3	4	5	6
OXTR potentiator	-1	/	-7	-6	-4	-4
M1 PAM parental	4	-1	31	-7	-2	25
CHO parental Ca	-12	/	-47	-17	-14	-35
CHO-K1 Ca antag	-5	11	-23	-4	11	-4
CHRM1 agonist	-1	-2	-11	-4	-2	-10
V1R ag counter	1.4	/	0.0	0.4	1.5	0.1
TAAR1 antag	4	-12	4	3	23	-10
M1 ag parental	1.5	0.2	1.6	0.4	1.8	1.5
TAAR1 ag	4	0	-3	0	2	11

7) CCCNCc1cc(Cl)c(OCC)c(Cl)c1
8) CN1C[C@@H]2[C@@H]3C(=O)N(Cc4ccccc4)C(=O)[C@@H]3[C@](Cc3ccccc3)(C1=O)N2C(=O)c1ccc(Cl)c(Cl)c1
9) COc1ccc(NC(=O)CC2C(=O)N(C)C(=S)N2Cc2ccncc2)cc1 (configuration not stated)
10) Cc1ccc(NC(=O)CN2C(=O)C(=O)N(C3CCCC3)C2=O)cc1Cl
11) O=C(c1cccc(C(F)(F)F)c1)N1CCN(c2cc(=O)[nH]nc2-c2ccccc2)CC1
12) CCn1c(/C=C/c2cccc([N+](=O)[O-])c2)nc2ccccc2c1=O

assay / compound	7	8	9	10	11	12
OXTR potentiator	-14	/	4	-7	-16	-17
M1 PAM parental	7	19	-6	-20	19	-5
CHO parental Ca	-2	/	-10	0	3	-19
CHO-K1 Ca antag	-2	-8	-6	2	-7	14
CHRM1 agonist	-5	-1	-2	-1	-2	-2
V1R ag counter	0.4	/	1.9	1.2	0.9	0.0
TAAR1 antag	-8	23	-24	-1	-5	-5
M1 ag parental	0.8	0.8	5.2	0.8	0.8	0.2
TAAR1 ag	6	23	1	2	4	0

13) C=CCN1C(=O)c2ccc(C(=O)OCC(=O)Nc3ccc(S(N)(=O)=O)cc3)cc2C1=O
14) O=C(CNC(=O)c1ccccc1F)OCC(=O)c1ccc(Cl)s1
15) O=C(CSc1ncn(-c2ccccc2)n1)N1CCN(c2ccccc2)CC1
16) COc1cccc(OCc2cc(C(=O)N3CCC(C(O)C(C)C)CC3)no2)c1 (configuration not stated)
17) COc1ccc(Cl)cc1-c1cc(C(=O)NCc2cc(C(F)(F)F)cc(C(F)(F)F)c2)[nH]n1
18) CC1CCCC(NC(=O)c2cn(C)c3ccc(S(=O)(=O)N4CCCC4)cc3c2=O)C1C (configuration not stated)

assay / compound	13	14	15	16	17	18
OXTR potentiator	-1	-5	-4	-8	/	0
M1 PAM parental	14	-8	0	-15	10	/
CHO parental Ca	-7	-7	-21	-6	/	-7
CHO-K1 Ca antag	-5	5	0	9	-2	/
CHRM1 agonist	0	-1	-1	1	-6	/
V1R ag counter	1.7	-0.3	-0.4	11	/	0.5
TAAR1 antag	-17	-16	-11	-1	-6	-4
M1 ag parental	1.0	0.7	2.3	1.4	0.4	/
TAAR1 ag	2	2	10	3	2	8

19) COc1ccc(S(=O)(=O)N2N=C(c3cccc(NS(C)(=O)=O)c3)CC2c2ccco2)cc1 (configuration not stated)
20) CN1CCN(C(=O)/C(=C/c2ccc(F)cc2)NC(=O)c2ccccc2)CC1
21) Cc1cccc(C)c1OCCNC(=O)CCC(=O)c1ccccc1
22) CCCCCNC(=O)c1cc(S(=O)(=O)N2CCCCC2)ccc1F
23) COC(=O)C(Cc1c[nH]c2ccccc12)N1CCS(=O)(=O)CC1 (configuration not stated)
24) O=C(OCCN=C1NS(=O)(=O)c2ccccc21)c1ccncc1

assay / compound	19	20	21	22	23	24
OXTR potentiator	-4	-4	-11	-4	-18	1
M1 PAM parental	9	-17	21	9	26	3
CHO parental Ca	0	5	-11	-15	2	-5
CHO-K1 Ca antag	-15	13	-12	-12	-14	0
CHRM1 agonist	-2	-7	-4	-5	-4	-2
V1R ag counter	0.9	0.2	1.5	0.3	4.1	0.3
TAAR1 antag	-1	-22	-19	-1	10	2
M1 ag parental	0.8	0.4	1.7	5.9	3.0	0.5
TAAR1 ag	9	1	4	12	8	8

25) NS(=O)(=O)c1ccc(CNC(=O)CCC2CCCCC2)cc1
26) CC(Oc1ccc2c3c(c(=O)oc2c1)CCC3)C(=O)N[C@@H](Cc1ccccc1)C(=O)O (some centres not stated)
27) CC(c1ccccc1)N1CCc2[nH]c(=S)[nH]c(=O)c2C1 (configuration not stated)
28) O=C(N/N=C/c1ccc(Br)s1)c1ccco1
29) CC(C)c1ccc(NC(=O)c2ccc3c(c2)C(=O)N(Cc2cccnc2)C3=O)cc1
30) CC(=O)OC1(C(C)=O)CCC2C3CC(C(F)(F)F)C4=CC(=O)CCC4(C)C3CCC21C (configuration not stated)

assay / compound	25	26	27	28	29	30
OXTR potentiator	-2	-4	1	5	-11	/
M1 PAM parental	10	17	22	4	-3	-3
CHO parental Ca	-9	0	-4	2	19	/
CHO-K1 Ca antag	4	-1	-10	-6	-5	-2
CHRM1 agonist	1	-2	-8	-3	-1	-2
V1R ag counter	0.8	0.7	2.2	-0.2	8.3	/
TAAR1 antag	12	-12	12	-8	32	10
M1 ag parental	2.6	-0.1	1.0	0.9	6.1	-0.4
TAAR1 ag	11	0	6	7	0	-2

31) Clc1ccc(Cl)c(OCCN2CCCC2)c1
32) Cc1nc2cc3sc(C)nc3cc2s1
33) CCNC(=O)N(CC)C[C@H]1N[C@@](Cc2ccccc2)(C(=O)OC)[C@H]2C(=O)N(C)C(=O)[C@@H]12
34) CCC(=O)c1cn(CC(=O)O)c2ccccc12
35) Cc1cc(C)n(CC(=O)NCc2ccccc2)c(=O)c1C#N
36) Cc1ccc(OCc2ccoc2C(=O)O)cc1C

assay / compound	31	32	33	34	35	36
OXTR potentiator	0	-19	6	-3	-10	-10
M1 PAM parental	10	11	27	1	24	0
CHO parental Ca	-1	-6	-18	4	-10	2
CHO-K1 Ca antag	-5	-4	-17	6	-9	-8
CHRM1 agonist	-9	-3	-2	0	-1	-3
V1R ag counter	-0.2	-0.5	1.8	0.8	0.2	1.2
TAAR1 antag	-21	-24	0	12	-1	-19
M1 ag parental	0.6	0.6	0.5	-0.5	1.0	-0.1
TAAR1 ag	2	1	0	1	1	5

Four records picked at random from the list so far:
36) Cc1ccc(OCc2ccoc2C(=O)O)cc1C
32) Cc1nc2cc3sc(C)nc3cc2s1
33) CCNC(=O)N(CC)C[C@H]1N[C@@](Cc2ccccc2)(C(=O)OC)[C@H]2C(=O)N(C)C(=O)[C@@H]12
35) Cc1cc(C)n(CC(=O)NCc2ccccc2)c(=O)c1C#N

assay / compound	36	32	33	35
OXTR potentiator	-10	-19	6	-10
M1 PAM parental	0	11	27	24
CHO parental Ca	2	-6	-18	-10
CHO-K1 Ca antag	-8	-4	-17	-9
CHRM1 agonist	-3	-3	-2	-1
V1R ag counter	1.2	-0.5	1.8	0.2
TAAR1 antag	-19	-24	0	-1
M1 ag parental	-0.1	0.6	0.5	1.0
TAAR1 ag	5	1	0	1

More compounds:
37) C=CCNC(=O)c1ccc2c3n(nc2c1)-c1ccc(Cl)cc1CO3
38) CN(C)/C=C1\C(=O)N(C)N=C1C(F)(F)F
39) COc1cc(CNc2ncn[nH]2)ccc1OCc1cccc(C)c1
40) CON(C)c1nc(OCCNC(=O)OCc2ccc(Cl)cc2C)nc(N(C)C)n1
41) CC(C)(C)C1=C(C#N)C(c2cc3c(cc2Br)OCO3)C(C#N)=C(N)O1 (configuration not stated)
42) CC1(C)OC(=O)C2=C(C[C@@H](C3CCCCC3)O[C@H]2c2ccc(F)cc2)O1

assay / compound	37	38	39	40	41	42
OXTR potentiator	-9	0	-6	-7	-2	/
M1 PAM parental	7	23	11	10	-3	14
CHO parental Ca	-18	-1	2	-37	4	/
CHO-K1 Ca antag	-10	-7	-13	-11	13	-18
CHRM1 agonist	-7	-6	-1	-4	-2	-7
V1R ag counter	-1.0	0.2	1.8	-0.3	-0.2	/
TAAR1 antag	13	-3	-10	-15	-7	40
M1 ag parental	0.2	0.0	0.7	0.1	-0.1	-0.8
TAAR1 ag	4	1	0	21	9	6

43) Cc1cccc(C(=O)OCC(=O)c2cccc(Br)c2)c1O
44) COc1ccc(S(=O)(=O)N(CC(=O)NCc2cccnc2)Cc2ccccc2)cc1
45) COc1ccc(Cl)cc1NC(=O)COC(=O)C1CC1
46) COc1ccc(S(=O)(=O)Oc2ccc3ccccc3c2)cc1
47) CCN(CC)CCCNC(=S)N1CCN(c2nc3ccccc3n2CC)CC1
48) COc1cccc(NC(=O)CN2CCC(NC(=O)c3ccccc3C)CC2)c1

assay / compound	43	44	45	46	47	48
OXTR potentiator	-2	-6	3	-8	/	/
M1 PAM parental	5	1	7	6	7	-5
CHO parental Ca	3	-13	-7	-6	/	/
CHO-K1 Ca antag	2	-8	-21	0	-5	-10
CHRM1 agonist	-2	-4	10	-9	-8	-1
V1R ag counter	0.6	0.0	-0.7	1.8	/	/
TAAR1 antag	-22	-22	4	19	-24	-2
M1 ag parental	0.0	0.4	-0.2	0.3	0.9	0.7
TAAR1 ag	1	2	4	3	1	0
